# Screening data: PubChem, National Center for Advancing Translational Sciences (NCATS)
# TSG101-PTAP inh: blocks PTAP/TSG101 interaction to inhibit HIV-1 budding | Fluorescence polarization, FITC-PTAP peptide / Tsg101 binding | Potency, µM (titrated, usually from 115 µM), for inactives: at the top dose activity change, negative = inhibition, hits mostly inhibitors | 340,000 tested, under 10 active | AID 493005; active = well fitted inhibition curve with a large enough effect in the main read-out, with a control signal flat, not every such curve was filed as active; inconclusive = small, poorly fitted or top-dose-only effect, or effect the other way, or a change in a side signal; inactive = no such curve, though single readings can be large or run the other way; note: potency is the fitted concentration of half-maximal effect; % of control where 0% means no effect
#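 Fluorescence anisotropy tracks displacement of a FITC-tagged PTAP peptide (50 nM) from the Tsg101 binding domain (10 uM), following a 20 min room-temperature incubation at pH 7.5.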
# p53 reactivator: mutant p53 re-activation in reporter cells. Potency, µM (titrated, usually from 92.2 µM), inactives show at the top dose activity change, positive = activation, most hits filed as activators. 0.063% of 320,000 active. H1299 p53-A138V BP100-luciferase reporter, luminescence, 24 h; note: potency is the fitted concentration of half-maximal effect; % of control where 0% means no effect; nearly all actives have a fitted effect of over 45% in size
#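 H1299 (p53-null), stable ts p53-A138V + BP100-Luc; 1000 cells/well, Opti-MEM/10% FBS; cpd 4 pt, 1:5; 24 h, 37 deg C, 5% CO2; detection reagent 10 min RT; luminescence.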
# uPA surface inh: cell surface uPA generation inhibition | cell surface uPA generation assay, qHTS | Potency, µM (titrated, usually from 38.3 µM), for inactives: top-dose activity change, negative = inhibition, usual class: inhibitors | 0.31% of 330,000 active; active = well fitted inhibition curve with a large enough effect; inconclusive = small, poorly fitted or top-dose-only effect; inactive = no such curve, though single readings can be large or run the other way; tested in mouse RAW 264.7 cells; note: potency is the fitted concentration of half-maximal effect; % is set by controls: 0 for no effect and ±100 for the full control effect; nearly all actives have a fitted effect of over 55% in size
# ELG1 genotoxic: inducers of genotoxicity in HEK293T ELG1-luciferase cells. HEK293T ELG1-luciferase reporter, luminescence, 16 h. AID 504466. Potency, µM (titrated, usually from 46 µM), without a hit: at the top dose activity change, positive = activation, usual class: activators. 1.3% of 330,000 active; note: potency is the fitted concentration of half-maximal effect; % of control where 0% means no effect; nearly all actives have a fitted effect of over 60% in size
#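 HEK293T cells expressing luciferase-tagged ELG1 were exposed to compound or DMSO vehicle for 16 hr at 37 °C and 5% CO2. Luciferase activity was then measured with ONE-Glo after 30 min at room temperature.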
# B2AR arrestin: recruits beta-arrestin to the human beta2-adrenergic receptor; beta-arrestin recruitment to beta2AR, cell-based reporter; Potency, µM (highest dose often 46.1 µM), for inactives: at the top dose activation, hits mostly activators; 0.02% of 330,000 active;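 note: potency is the fitted concentration of half-maximal effect; 0% = DMSO controls and full agonism = EC100 isoproterenol or metaproterenol; nearly all actives have a fitted effect of over 65% in size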
# USP2a block: blocks human ubiquitin-specific protease USP2a | USP2 core, Ub-CHOP2 coupled fluorogenic reporter, 485/531 | AID 463254 | 0.01% of 330,000 active | Potency, µM (doses to about 38.3 µM), for inactives: top-dose activity change, negative = inhibition, usual class: inhibitors;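 note: potency is the fitted concentration of half-maximal effect; plate controls were DMSO wells for no effect and full inhibition by NEM control for full effect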
#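 USP2 core (10nM final) preincubated 30min RT with compound in 20mM Tris-HCl pH 8.0, 2mM CaCl2, 2mM beta-mercaptoethanol, 0.05% CHAPS; 25nM Ub-CHOP2 plus 25nM reporter substrate added, fluorescence (Ex485/Em531) read after 60min.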
# a7 integrin act: activates integrin-mediated alleviation for muscular dystrophy; alpha7betagal myoblasts, beta-gal FDG fluorescence, 48 h; Potency, µM (doses to about 38.3 µM), for inactives: at the top dose activation, usual class: activators; 0.064% of 350,000 active;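 note: potency is the fitted concentration of half-maximal effect; 100% = response of the positive control SU9516; nearly all actives have a fitted effect of over 60% in size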
#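 alpha7betagal+/- myoblasts (passage 13, 250/well) treated 48 h at 37C with compounds at 1:260 dilution of DMSO stock. Lysed, then beta-galactosidase activity read as FDG fluorescence (ex 480/em 540) after 30 min, with pre-read for autofluorescence.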
# Eya2 phos inh: blocks the phosphatase activity of human Eya2; O00167; recombinant Eya2, OMFP fluorescence dephosphorylation (OMFP is methylfluorescein phosphate); Potency, µM (titrated, usually from 76.9 µM), inactives show at the highest dose activity, negative = inhibition, usual class: inhibitors; 0.006% of 330,000 active; AID 488837; note: potency is the fitted concentration of half-maximal effect; % is set by controls: 0 for no effect and ±100 for the full control effect
#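 Eya2 (0.2 uM) preincubated 10 min at ambient with compound, then OMFP substrate added at 50 uM; 10 min reaction in 50 mM HEPES pH 7.5, 50 mM NaCl, 5 uM MgCl2, 0.05% BSA, 1 mM DTT. Fluorescence read at Ex 485/Em 525 nm.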
# ASM inhibitor: blocks human secretory acid sphingomyelinase; P17405; placental ASM, HMU-PC fluorogenic substrate, 60 min; Potency, µM (highest dose often 57.5 µM), without a hit: at the top dose activity change, negative = inhibition, most hits filed as inhibitors; 0.006% of 340,000 active; AID 504937; note: potency is the fitted concentration of half-maximal effect
#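 Human placenta-derived ASM preincubated with compound 10 min at room temperature, then reacted with 9 uM (final) fluorogenic HMU-PC substrate for 60 min at 37 C. Stop solution raises pH to 10; fluorescence read at Ex 386/Em 447 nm.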
# TRPV1 agonist: activates the human vanilloid receptor TRPV1; TRPV1-expressing cells, Fluo-8 calcium influx, agonist mode; activation, % at 8.33 µM; 0.19% of 320,000 active; AID 540275; in the data active = activation above about 80%; inconclusive = between about 30% and that limit; note: 0% is about no effect
# Target sequence (Q8NER1 whole entry, looked up): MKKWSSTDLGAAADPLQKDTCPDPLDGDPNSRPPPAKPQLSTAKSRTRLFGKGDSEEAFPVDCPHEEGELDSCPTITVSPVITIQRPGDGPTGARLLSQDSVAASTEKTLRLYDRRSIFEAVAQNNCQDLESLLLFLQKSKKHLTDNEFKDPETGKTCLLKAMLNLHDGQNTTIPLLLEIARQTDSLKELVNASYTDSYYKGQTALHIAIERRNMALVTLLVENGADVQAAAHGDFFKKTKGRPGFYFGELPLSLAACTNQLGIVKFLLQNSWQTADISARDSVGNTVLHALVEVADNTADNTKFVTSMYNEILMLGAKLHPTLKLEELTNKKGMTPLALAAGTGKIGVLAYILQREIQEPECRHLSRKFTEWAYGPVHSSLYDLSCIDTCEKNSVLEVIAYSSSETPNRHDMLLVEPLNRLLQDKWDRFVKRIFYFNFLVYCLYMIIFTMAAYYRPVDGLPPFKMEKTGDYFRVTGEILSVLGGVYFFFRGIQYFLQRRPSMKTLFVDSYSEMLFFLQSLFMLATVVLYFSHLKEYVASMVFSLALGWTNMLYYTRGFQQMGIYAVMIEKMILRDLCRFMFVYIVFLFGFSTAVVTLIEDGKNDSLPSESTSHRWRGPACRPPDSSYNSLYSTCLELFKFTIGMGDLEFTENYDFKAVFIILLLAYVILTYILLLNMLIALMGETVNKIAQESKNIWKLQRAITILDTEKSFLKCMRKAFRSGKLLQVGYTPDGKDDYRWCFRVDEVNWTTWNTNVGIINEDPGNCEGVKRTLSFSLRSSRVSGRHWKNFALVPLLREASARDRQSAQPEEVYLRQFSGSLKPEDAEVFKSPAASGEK
#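 TRPV1-expressing cells were cultured overnight at 35.5C and loaded with Fluo-8 calcium dye for 40 to 90 min at room temperature. After a 10 s baseline, compound was added and calcium influx was read kinetically for 3 min (ex 480/em 520 nm).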
# BRCA1 expr act: BRCA1 expression activation | MCF7-BRCA1-FFLuc reporter, luminescence, 48 h; response scale: scaled: vehicle 0%, 10 µM genistein 100% | Potency, µM (series often up to 46.1 µM), inactives show top-dose activation, hits mostly activators | 1.1% of 380,000 active | AID 624202; note: potency is the fitted concentration of half-maximal effect; nearly all actives have a fitted effect of over 80% in size; some results filed as inactive show a strong effect at the top dose
#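 Reporter cells (MCF7, BRCA1 promoter-firefly luciferase) received library compounds across a concentration series for 48 h. End-point luminescence was measured and concentration-effect curves derived after normalization.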
# * hit, by the source's call; ? = inconclusive; / = no result given; [ ] = dose if it differs, or a comment. Unless noted, calls come from the whole dose curve; as a rule, active = well fitted curve in the direction sought with a large enough effect; inconclusive = small, poorly fitted or top-dose-only effect, or another doubt; inactive = no such curve, though single readings can be large; an effect the other way counts as inactive or inconclusive. Compounds were not picked by outcome; any-hit rate near 2.6%.
SMILES,TSG101-PTAP inh,p53 reactivator,uPA surface inh,ELG1 genotoxic,B2AR arrestin,USP2a block,a7 integrin act,Eya2 phos inh,ASM inhibitor,TRPV1 agonist,BRCA1 expr act
COc1ccc(N2CCN(C(=O)C3CCN(S(=O)(=O)c4cccs4)CC3)CC2)cc1,0%,-2%,-2%,-6%,-0.4%,-2%,?,-11%,-4%,2,0%
CCOC(=O)CSc1n[nH]c(-c2ccco2)n1,-2%,3%,-7%,0%,-0.4%,-6%,1%,-2%,3%,-2,-9%
COc1ccccc1C(=O)NC(=O)COC(=O)CNC(=O)c1ccc(Cl)c([N+](=O)[O-])c1,-4%,3%,6%,-2%,0.2%,1%,-5%,5%,-5%,8,-8%
C[C@]12CC[C@@H]3c4ccc(OC(=O)c5ccccc5)cc4CC[C@H]3[C@@H]1CC[C@@H]2O,1%,14%,-8%,?,-0.4%,0%,/,1%,-22%,1,-17%
COc1ccc(Br)cc1/C=N/NC(=O)Cn1nnnc1N,-3%,-2%,2%,1%,-1.1%,1%,-26%,6%,2%,0,-7%
CCOC(=O)/C(=N/Nc1ccc(OC)cc1)Sc1nnc(CCc2ccccc2)n1-c1ccccc1,-1%,10%,0%,1%,-1.0%,-1%,-11%,-12%,-10%,7,-4%
Cc1ccc2nc(SCC(=O)N3CCCC3)nc(=O)n2c1,-7%,8%,2%,3%,5.3%,1%,-2%,16%,3%,0,-2%
CC1CCN(c2ccc(/C=C(\C#N)c3nn(-c4ccccc4)c(N)c3C#N)cc2[N+](=O)[O-])CC1,0%,-9%,-2%,-3%,0.9%,4%,9%,-6%,?,-2,-33%
CC(=O)N(c1ccc(N(C(C)=O)S(=O)(=O)c2cccs2)cc1)S(=O)(=O)c1cccs1,-9%,-18%,-4%,2%,-0.4%,2%,9%,-1%,0%,-1,-8%
Cc1cc(C)c(C2=NOC3C4CCC(C4)C23)c(C)c1 (centres undefined),0%,-12%,1%,-6%,-1.6%,2%,24%,-2%,-1%,7,-2%
CCOc1cc(C(N)=O)cc(Br)c1OCc1ccccc1,-6%,-5%,8%,9%,0.0%,2%,-6%,-10%,2%,-7,-26%
COc1cc(OC)c(C2C(C#N)=C(N)OC3=C2C(=O)CC(C)(C)C3)cc1OC (centres undefined),-3%,0%,-7%,-11%,-0.2%,3%,23%,-10%,0%,2,-13%
CN(C)S(=O)(=O)c1ccc(C(=O)Nc2nc3ccccc3[nH]2)cc1,2%,3%,-8%,?,0.1%,0%,8.9µM*,0%,18%,2,?
CC(C)(CO)NC(=O)c1ccc2c(c1)C(=O)c1ccccc1-2,-3%,19%,-3%,23µM*,-0.6%,4%,29%,-13%,-2%,28,?
COC(=O)c1nc(NC(=O)c2ccccc2Br)n[nH]1,-2%,-3%,2%,-5%,0.3%,-1%,?,0%,1%,1,-19%
COc1cc2c(cc1NC(=O)COC(=O)CNC(=O)c1ccccc1)oc1ccccc12,-1%,2%,4%,14%,-0.8%,4%,-5%,8%,-7%,-2,0%
Cc1ccc2c(c1)-c1cc(C)nn1C(c1sccc1C)N2 (centres undefined),-7%,2%,-3%,2%,-1.2%,2%,-12%,13%,31%[activator],0,23%
COc1ccccc1Oc1coc2cc(OC(=O)N3CCOCC3)ccc2c1=O,-2%,-2%,/,4%,0.3%,-1%,-25%,-20%,1%,1,0%
COC(=O)C1=C(O)/C(=C\c2ccc(CNS(=O)(=O)c3ccc(Cl)cc3)o2)N=C1C,-1%,-2%,2%,0%,0.5%,5%,11%,3%,5%,0,-4%
CSc1ncc(CN2CCN(CCC(C)C)C(CCO)C2)cn1 (centres undefined),-6%,4%,2%,0%,-0.2%,-1%,25%,4%,3%,-5,14%
CCOC(=O)C1CCN(c2nc(N)c3c(N)nc(SCC(=O)O)cc3c2C#N)CC1,-7%,-2%,5%,-1%,0.1%,4%,-2%,9%,117%[activator],-1,2%
CCN1CCN(c2ncnc3c2cnn3-c2ccccc2)CC1,0%,?,-8%,?,-2.6%,-1%,30%,-19%,-3%,2,?
CCOc1ccc(OCC)c(NC(=O)C2CCN(c3nn4c(=O)cc(C)nc4s3)CC2)c1,-2%,-6%,-11%,1%,0.2%,1%,9%,-4%,-1%,1,-20%
Cc1cc(C(=O)O/N=C(\N)c2ccncc2)ccc1[N+](=O)[O-],1%,?,-4%,?,0.5%,-1%,6%,-4%,9%,/,?
CC(=O)NCCC(=O)Nc1ccc(C)c(F)c1,-3%,0%,4%,-2%,0.0%,1%,6%,-12%,4%,-3,-3%
COc1ccc(C2CC(c3cccs3)=NN2C(=O)c2ccc(Br)o2)cc1 (centres undefined),2%,-15%,-4%,1%,10%,3%,-5%,-1%,-6%,?,-34%
OCC(CBr)(CBr)CBr,-2%,9%,-21%,1%,-0.1%,-2%,/,9%,-1%,1,7%
C=CCc1ccc(OCCN2CCc3ccccc3C2)c(OC)c1,0%,7%,-4%,-1%,-0.2%,-6%,-29%,-15%,0%,0,-19%
C/C(CC(=O)Nc1cc(C)cc(C)c1)=N\NC(=O)c1ccccn1,-1%,?,-4%,9%,-0.5%,3%,-20%,3%,4%,13,42%
Cc1cc(NC(=O)C2CC2)ncc1NC(=O)C12CC3CC(CC(C3)C1)C2,-6%,3%,-1%,0%,-0.6%,-54%,-15%,-2%,3%,15,0%
COc1ccc(NC(=O)COc2ccccc2Cc2ccccc2)cn1,-2%,-9%,6%,1%,-0.7%,-5%,-15%,2%,-6%,?,-19%
Cc1nc(-c2ccccc2)sc1-c1nc(-c2ccccc2)ncc1S(=O)(=O)c1ccccc1,-2%,-12%,-6%,-1%,0.1%,1%,-6%,5%,3%,1,-9%
Cc1c(C(=O)N2CCCc3ccccc32)sc2nc(-c3ccccc3)cn12,-4%,2%,-1%,8%,-0.9%,-3%,-23%,3%,-4%,2,54%
CN(Cc1ccccc1)C(=O)c1cc2cc(F)ccc2[nH]1,-1%,25%,-3%,3%,-0.1%,2%,-10%,-16%,4%,30,-41%
Cc1ccc(NC(=S)NCCc2ccc(S(N)(=O)=O)cc2)c(C)c1,2%,/,4%,/,/,/,-4%,/,2%,/,-19%
COc1ccccc1NC(=O)c1ccc(-c2ccccc2F)o1,-3%,?,1%,8%,0.1%,-1%,4%,?,-1%,26,-38%
Cc1ccc(S(=O)(=O)N2CC=C(C(=O)NC3CCCC3)CC2)cc1,-2%,4%,-8%,-2%,0.1%,1%,-4%,-8%,2%,2,7%
Cc1ccc(S(=O)(=O)N2[C@@H](c3cccc(Cl)c3)C(C(=O)O)=CC[C@H]2c2cccc(C)c2)cc1,2%,10%,-7%,-2%,0.1%,0%,-17%,7%,5%,-3,-3%
C=C(C)c1cccc(C(C)(C)NC(=O)N2CCCC(C(N)=O)C2)c1 (centres undefined),-10%,11%,5%,0%,-0.3%,0%,5%,-15%,7%,-1,2%
Cc1ccc(NC(=O)N2CCC(C(=O)NCCC3=CCCCC3)CC2)cc1,-5%,9%,-4%,3%,0.2%,-1%,4%,1%,1%,11,-1%
O=C(O)/C=C/C(=O)NCCNc1ncc(C(F)(F)F)cc1Cl,-3%,8%,-1%,1%,-0.3%,1%,0%,16%,2%,2,11%
Cc1nc(C)n(CC(C)C(=O)N2CCN(S(=O)(=O)c3ccccc3)CC2)n1 (centres undefined),0%,-3%,7%,-4%,0.1%,3%,7%,1%,-2%,-3,-33%
O=C(NCCCn1ccnc1)C(=O)NCC(c1ccco1)N1CCN(c2ccccc2)CC1 (centres undefined),0%,3%,-2%,10%,-0.3%,2%,-12%,-7%,3%,1,-39%
Cn1c(=O)oc2cc(S(=O)(=O)NCCC(=O)N3CCN(c4ccccc4)CC3)ccc21,-2%,0%,5%,-4%,-0.2%,2%,-8%,3%,1%,0,-4%
O=C(COc1ccc([N+](=O)[O-])cc1)Nc1ccc(NC(=O)c2ccccc2)cc1,-7%,10%,-3%,?,-0.2%,0%,-5%,8%,-1%,-3,8%
O=C(CCN1C(=O)COc2ccccc21)NCc1ccco1,-7%,-1%,10%,-6%,-0.5%,0%,-13%,-28%,0%,1,-2%
Cc1ccc(N2C(=O)N(CC(=O)Nc3ccccc3C(F)(F)F)C(=O)C2C)cc1 (centres undefined),-3%,-1%,-1%,-2%,0.0%,0%,0%,-3%,-2%,2,-10%
